Assay outcomes from PubChem BioAssay.
DAX1 inh-1 = DAX1 (NR0B1) inhibitors, primary screen, cell-based, HEK293, Gal4-DAX1, luciferase luminescence. Nuclear receptor subfamily 0 group B member 1 (Homo sapiens), P51843. HEK293 Gal4-DAX1 luciferase reporter. inhibition, % at 6.75 µM. 340,000 tested, 0.99% active. AID 504766, 2011;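 active = inhibition above the mean over all tested compounds plus 3 SD, cut at about 4.2% in these data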;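 also: 0% = DAX1-transfected cells with DMSO and 100% = empty-vector control cells with DMSO; inhibition shows as a rise in luminescence from relieved DAX1 repression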
ssDAF-12 act = S. stercoralis DAF-12 nuclear receptor activators, primary screen, cell-based, luminescence, HEK293, GRIP1 co-expression, lit1-tk-luc; Nuclear hormone receptor DAF-12 (Strongyloides stercoralis); HEK293 ssDAF-12/GRIP1 lit1-tk-luc reporter; % of 3 µM dafachronic acid response; activation, % at 6.8 µM; 370,000 tested, 1% active; AID 652126, 2013;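 active = activation above the mean over all tested compounds plus 3 SD, cut at about 0.9% in these data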;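 also: 0% = DMSO-only wells and 100% = 3 µM delta7-dafachronic acid wells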
ADAM10 inh = human ADAM10 inhibitors, primary screen, biochemical, QFRET, HTS. AID 720582, 2013. recombinant ADAM10, EDANS/DABCYL FRET peptide cleavage, 3 h. Disintegrin and metalloproteinase domain-containing protein 10 (Homo sapiens), O14672. inhibition, % at 7 µM. 370,000 tested, 0.62% active;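 active = inhibition above a per-campaign cutoff equal to the mean of compounds falling between control-based bounds plus 3 SD, cut at about 20% in these data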;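 also: 0% = DMSO wells while the 100% control is not disclosed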
HGIII-sPLA2 inh = human group III sPLA2 inhibitors, primary screen, biochemical, QFRET, BODIPY PC-A2 liposome substrate. QFRET BODIPY PC-A2 liposome hydrolysis, fluorescence. inhibition, % at 12.2 µM. 370,000 tested, 0.56% active;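 active = inhibition above mean plus 3 SD of compounds lying within the high and low control bounds, cut at about 19% in these data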;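 also: 0% = median of test compound wells and 100% = no enzyme DMSO wells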
ADAM17 inh = ADAM17 inhibitors, primary screen, biochemical, QFRET | Disintegrin and metalloproteinase domain-containing protein 17 (Homo sapiens), P78536 | recombinant ADAM17, EDANS/DABCYL FRET peptide cleavage | inhibition, % at 6.95 µM | 370,000 tested, 0.83% active;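 active = inhibition above the mean of compounds lying between control limits plus 3 SD, set per campaign, cut at about 8.5% in these data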;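 also: 0% = DMSO-only wells as the low control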
hcDAF-12 act = H. contortus DAF-12 nuclear receptor activators, primary screen, cell-based, luminescence, HEK293, lit1-tk-luc reporter; activation, % at 6.8 µM; 370,000 tested, 1.4% active; HEK293 hcDAF-12 lit1-tk-luc reporter; 0% DMSO, 100% Δ7-dafachronic acid;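 active = activation above the mean of all tested compounds plus 3 SD, cut at about 5.5% in these data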;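 also: 100% = response to 3 µM Δ7-dafachronic acid high control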
hgDAF12 agonist = H. glycines DAF-12 receptor agonists, primary screen, cell-based, luminescence, HEK293, GAL4 fusion, UAS-luciferase. Nuclear hormone receptor DAF-12 (Heterodera glycines), GAL4 fusion. HEK293 GAL4-hgDAF12 UAS-luciferase reporter, agonist luminescence; normalized to butyrate control. activation, % at 6.8 µM. 370,000 tested, 1.8% active. AID 687014, 2013;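 active = activation above a cutoff set at the mean of all screened compounds plus 3 SD, cut at about 10% in these data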;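 also: 0% = DMSO wells and 100% = sodium butyrate wells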
PLC-beta3 inh = human PLC-beta3 inhibitors, primary screen, biochemical, fluorescence | 1-phosphatidylinositol 4,5-bisphosphate phosphodiesterase beta-3 (Homo sapiens), Q01970 | Purified PLC-beta3, fluorogenic substrate | inhibition, % at 12.2 µM | 370,000 tested, 0.18% active | AID 720704, 2013; in the data active = inhibition above about 11%;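 also: 0% = median of compound wells on plate and 100% = full blocker control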
DAX1 inh-2 = DAX1 (NR0B1) inhibitors on StAR promoter, primary screen, cell-based, luminescence, SF-1 (NR5A1), full-length DAX-1; HEK293T StAR-luciferase reporter, SF-1/DAX-1 repression relief; inhibition, % at 6.8 µM; 370,000 tested, 1.1% active; AID 652010, 2013;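 active = inhibition above the mean over all tested compounds plus 3 SD, cut at about 3.6% in these data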;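 also: 0% = DAX-1 cells with DMSO and 100% = cells lacking DAX-1 with DMSO; higher inhibition means more luminescence from relief of DAX-1 repression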
FXN GAA850 act = FXN promoter activators, primary screen, cell-based, luciferase luminescence, HEK293 lucGAA850; HEK293 lucGAA850 FXN promoter luciferase reporter, 24 h; percent of 10 µM SAHA response; activation, % at 6 µM; 360,000 tested, 0.56% active; AID 540364, 2011;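 active = activation above the average of all compounds screened plus 3 SD, cutoff fixed separately per campaign, cut at about 7.5% in these data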;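 also: 0% = DMSO wells and 100% = 10 µM SAHA wells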
PLC-gamma1 inh = PLC-gamma1 enzyme inhibitors, primary screen, biochemical, fluorescence, purified enzyme | inhibition, % at 12.2 µM | 1-phosphatidylinositol 4,5-bisphosphate phosphodiesterase gamma-1 (Homo sapiens), P19174 | fluorogenic substrate | AID 720700, 2013 | 370,000 tested, 0.84% active; in the data active = inhibition above about 9.5%
Target sequence (P19174 whole entry, looked up): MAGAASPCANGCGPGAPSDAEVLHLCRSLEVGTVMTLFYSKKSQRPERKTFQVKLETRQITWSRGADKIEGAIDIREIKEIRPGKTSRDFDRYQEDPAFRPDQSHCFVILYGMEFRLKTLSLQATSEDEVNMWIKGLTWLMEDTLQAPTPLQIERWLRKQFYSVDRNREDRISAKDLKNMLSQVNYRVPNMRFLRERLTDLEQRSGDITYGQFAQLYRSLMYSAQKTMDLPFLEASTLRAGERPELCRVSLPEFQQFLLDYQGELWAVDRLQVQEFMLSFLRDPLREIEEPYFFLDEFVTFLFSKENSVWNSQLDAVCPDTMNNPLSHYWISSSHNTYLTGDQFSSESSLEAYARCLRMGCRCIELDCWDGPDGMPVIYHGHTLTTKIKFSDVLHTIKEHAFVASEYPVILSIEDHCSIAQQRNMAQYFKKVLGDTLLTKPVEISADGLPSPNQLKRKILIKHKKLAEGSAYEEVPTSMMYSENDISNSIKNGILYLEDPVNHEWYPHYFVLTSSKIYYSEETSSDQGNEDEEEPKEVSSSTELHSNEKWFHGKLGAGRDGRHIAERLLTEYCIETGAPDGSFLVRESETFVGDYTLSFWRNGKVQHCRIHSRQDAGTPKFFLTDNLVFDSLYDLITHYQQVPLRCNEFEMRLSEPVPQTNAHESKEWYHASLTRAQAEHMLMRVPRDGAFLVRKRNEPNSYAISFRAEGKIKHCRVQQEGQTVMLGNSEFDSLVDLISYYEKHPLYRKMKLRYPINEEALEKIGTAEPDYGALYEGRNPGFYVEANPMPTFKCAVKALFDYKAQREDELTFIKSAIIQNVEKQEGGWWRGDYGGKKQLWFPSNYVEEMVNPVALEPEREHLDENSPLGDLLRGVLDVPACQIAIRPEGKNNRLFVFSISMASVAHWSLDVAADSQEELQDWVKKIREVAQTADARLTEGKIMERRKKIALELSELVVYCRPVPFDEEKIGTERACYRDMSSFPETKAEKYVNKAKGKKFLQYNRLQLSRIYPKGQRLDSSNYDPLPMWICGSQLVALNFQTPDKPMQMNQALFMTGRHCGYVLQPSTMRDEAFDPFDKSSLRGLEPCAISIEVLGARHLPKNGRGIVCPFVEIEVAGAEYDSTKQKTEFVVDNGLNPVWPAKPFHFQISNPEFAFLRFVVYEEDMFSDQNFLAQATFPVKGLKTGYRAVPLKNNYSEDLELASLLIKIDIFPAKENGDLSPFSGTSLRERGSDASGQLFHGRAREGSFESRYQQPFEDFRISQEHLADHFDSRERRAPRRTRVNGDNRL
* = called active by the depositor; . = no result given.

Molecule	DAX1 inh-1	ssDAF-12 act	ADAM10 inh	HGIII-sPLA2 inh	ADAM17 inh	hcDAF-12 act	hgDAF12 agonist	PLC-beta3 inh	DAX1 inh-2	FXN GAA850 act	PLC-gamma1 inh
CN(C)c1ccc(C=NCCc2ccc(S(N)(=O)=O)cc2)cc1	0.0	-1.0	-5.5	9.2	-2.3	-2.2	1.6	-9.1	0.2	1.6	2.8
CCn1nc(C)c(/C=C/C(=O)Nc2ccc(C)cc2C)c1C	-0.5	-1.7	-2.2	-2.0	-0.8	-4.2	-3.0	1.8	0.8	3.3	1.2
Cc1cc(C(=O)Nc2c(F)cc(F)cc2Br)cs1	-0.5	-0.8	3.1	4.7	1.0	-1.2	-2.4	1.6	0.7	-1.6	5.2
C/C(CC(=O)NC1CCCC1)=N\NC(=O)Cc1csc(N)n1	-0.9	-1.3	-2.7	2.2	-1.1	-2.2	1.2	-0.1	-0.1	4.6	-0.7
COC(=O)[C@]12C[C@H](CC(=O)NCCC(C)C)C(=O)N(Cc3ccc4c(c3)OCO4)C1=C[C@H](C(C)C)O[C@@H]2C1CC1	.	-1.0	13.5	-8.4	5.0	-1.0	0.5	0.4	-1.0	.	0.0
NC(=O)c1cc([N+](=O)[O-])ccc1N1CCN(Cc2ccccc2)CC1	-2.5	-1.0	2.0	0.1	3.6	1.9	-0.9	0.9	0.3	0.3	2.6
COc1ccc(CNc2nc(-c3cccnc3)nn2C(C)=O)cc1	-0.5	-0.6	-7.7	1.6	-5.7	0.7	3.6	-4.6	-0.1	-0.1	-0.5
CCCCC(=O)N1CCN(c2nc3ccc(Cl)cc3s2)CC1	-1.0	-1.2	8.0	4.9	-4.4	-1.9	2.9	-10.9	-0.7	0.3	-1.8
CCN(Cc1ccccc1)C(c1ccccn1)c1nnnn1C(C)(C)CC (stereo unspecified)	-1.5	-1.2	-8.9	-3.8	1.2	-2.6	0.3	-6.6	-1.5	0.4	-4.7
COc1cc(-c2nc(-c3cccc(C)c3)no2)cc(OC)c1OC	-1.3	-1.5	7.9	-2.4	0.2	-2.4	-0.8	0.1	0.9	4.1	1.0
O=C(CN(C(=O)c1csnn1)c1ccccc1C(F)(F)F)NC1CCCCC1	-0.1	-0.3	3.3	0.2	-2.7	-0.4	0.9	-0.8	0.5	0.8	1.1
c1cncc(C(c2nnnn2C2CCCCC2)N2CCCCC2)c1 (stereo unspecified)	-0.1	-1.0	-4.7	0.4	-3.7	0.8	7.9	-0.9	0.6	0.6	1.3
CN(c1ccc(OC(=O)CC2OC(=O)c3ccccc32)cc1)S(=O)(=O)c1ccccc1 (stereo unspecified)	-0.6	-1.6	2.8	-9.0	2.8	-1.0	0.9	-3.4	-1.4	-1.8	1.2
CCc1ccc(NC(=O)COc2coc(CN3CCc4ccccc4C3)cc2=O)cc1	-0.5	-1.2	3.3	-10.5	-1.7	-1.6	-2.0	2.1	-3.5	0.3	6.0
COc1ccc(C(CNC(=O)C2CC(=O)N(Cc3ccc(C)cc3)C2)N(C)C)cc1 (stereo unspecified)	-0.5	-0.9	-8.3	2.6	-2.9	-0.8	3.4	0.1	-0.6	-0.9	2.8
CCOc1nc2cnccc2n(CC(=O)Nc2ccc(C)c(C)c2)c1=O	-0.3	-1.4	-3.0	-2.0	-1.0	0.1	-0.4	-5.6	0.5	0.5	-1.4
CCCCn1c(N)c(N(CC(C)C)C(=O)C2=NN(c3cc(C)ccc3C)C(=O)CC2)c(=O)[nH]c1=O	3.2	-1.2	-10.4	5.3	-1.8	-0.7	-0.7	-12.3	0.3	-1.1	-8.3
O=C(CCN1C(=O)c2ccccc2S1(=O)=O)NCc1ccccc1	0.0	-1.5	-6.1	8.5	-3.6	-2.1	1.3	-5.9	1.3	1.6	-0.6
CC(=O)Nc1ccccc1C(=O)N1CCN(Cc2ccccc2)CC1	3.0	-1.6	-16.1	14.0	-2.3	-1.4	-1.3	0.6	0.3	-0.8	3.4
COC(CNc1cc(=O)oc2ccccc12)OC	-0.6	-0.6	-3.3	-1.1	-1.2	-0.7	0.9	-1.3	-0.7	0.3	0.8
CCN(CC)C1CCN(C(=O)c2cc(COc3cccc4cccnc34)on2)C1 (stereo unspecified)	1.0	-0.9	-18.3	5.5	-8.0	2.3	0.8	-41.9	-0.2	-1.1	-21.2
Cc1ccc(NC(=O)c2noc(C(C)C)c2[N+](=O)[O-])cc1	0.0	-0.4	6.5	-5.8	2.0	1.3	-0.7	5.5	0.3	0.1	4.5
O=c1nc(N/N=C/c2c[nH]c3ccccc23)cn[nH]1	-1.0	0.5	-0.6	8.5	-4.3	3.6	16.7*	-8.4	2.7	7.8*	-1.6
COc1ccc(CCNC(=O)c2cc3sc(Cl)cc3n2C)cc1OC	-1.2	-1.6	-7.3	-8.9	0.0	-4.3	-3.3	-2.8	-0.1	1.1	-1.2
Cc1ccccc1C(=O)c1cn[nH]c1-c1ccccc1O	-0.6	-1.7	-11.3	-37.9	0.3	-1.8	-0.2	-10.4	-0.2	2.3	1.0
COC(=O)Cn1nnc(-c2cccc(OC)c2)n1	0.7	-0.7	-0.4	15.2	-4.8	0.2	0.9	-0.9	0.2	0.9	-1.5
CN(CC(=O)Nc1ccccc1Cl)C(=O)COC(=O)C1CC1	-0.3	-1.0	-4.2	-5.0	-1.8	0.2	-0.6	1.7	1.3	0.8	0.5
N#CCSc1nnc(-c2c[nH]c3ccccc23)o1	0.1	-1.1	-20.1	-11.2	-3.4	2.1	2.8	-14.2	-0.3	1.0	-7.7
COc1ccc(NC(=O)COc2ccccc2C)cc1S(=O)(=O)N1CCCCC1	-1.4	-1.3	2.2	-17.4	2.0	-1.4	0.3	-7.9	-0.7	-0.7	-1.1
CC(NC(=O)C(NC(=O)OCc1ccccc1)C(C)O)C(=O)OCc1ccccc1 (stereo unspecified)	.	-0.8	-0.8	-0.9	-0.2	0.0	4.5	3.4	1.1	.	3.2
Cc1ccc(-n2ncc3c(=O)n(CC(=O)NCc4ccco4)cnc32)cc1	0.5	-1.1	8.8	3.4	0.5	-2.1	-0.8	1.4	-0.3	-0.5	1.7
Cc1ccc(S(=O)(=O)CCCS(=O)(=O)c2ccc(C)cc2)cc1	0.1	-1.4	8.1	-0.9	-1.1	0.3	-2.3	2.4	-0.3	1.1	1.3
Cn1c(C(=O)NCc2ccco2)cc2c(=O)[nH]c3ccccc3c21	0.2	-1.2	-23.9	-8.5	-7.6	-2.5	1.2	-5.0	-0.6	-0.5	-1.4
CCOC(=O)c1sc(=NC(=O)c2cccc(OC)c2)n(C)c1C	0.3	-1.2	0.0	1.0	-3.0	-0.6	8.4	-6.8	1.2	3.7	-1.5
COc1ccc(-c2nc(NC(=O)Cn3ccc(C(F)(F)F)n3)sc2C)cc1	-1.4	-1.7	18.5	-9.3	7.0	-3.5	-4.3	2.8	-1.6	-3.5	4.2
O=C1C=C(c2ccc3c(c2)OCO3)C[C@@H](c2ccc3c(c2)OCO3)C1	1.1	-1.3	-3.0	5.2	-1.9	-1.7	0.1	-8.6	0.3	3.1	-6.4
CCn1c(CSCc2c(Cl)cccc2Cl)n[nH]c1=S	-0.9	-1.8	-1.1	18.4	-0.9	-1.8	-4.0	1.0	0.4	2.9	1.5
COC(=O)C[C@H]1C[C@H]2c3cc(NC(=O)C4CCOCC4)ccc3O[C@H]2[C@H](CO)O1	0.4	0.8	-15.0	-0.4	-2.7	1.0	2.1	-0.1	0.3	1.2	-2.1
COc1ccccc1NS(=O)(=O)c1cc(NC(C)=O)ccc1N1CCCCC1	-0.2	-0.9	16.1	-24.9	1.1	-0.4	-3.1	-2.9	-0.4	1.6	0.9
Cc1cccc(C)c1NC(=O)COC(=O)CN1C(=O)C2CCCCC2C1=O (stereo unspecified)	0.3	-1.1	-8.2	0.4	-2.7	-1.3	-1.0	-4.9	-0.1	2.1	1.1
CCCCn1nc(NC(=O)COC)c2cc3cc(OC)ccc3nc21	-0.5	-1.2	-164.9	12.3	-78.5	-1.0	-1.7	-465.3	-0.3	4.8	-337.1
COc1cccc(C(=O)Nc2cccnc2)c1	2.4	-1.7	1.7	11.4	-1.8	-1.6	3.2	1.8	0.5	2.0	1.4
OCCCc1cn(Cc2ccccc2)c2ccccc12	0.2	-0.9	4.2	6.9	5.5	0.2	-0.3	-6.4	0.2	2.6	3.1
COc1ccc(CCNC(=S)NC(=O)c2cc(OC)c(OC)c(OC)c2)cc1OC	-1.1	-1.1	-0.6	4.2	-0.7	-1.4	0.6	-3.3	-0.5	-0.6	0.6
Nc1nc(-c2ccccc2)c(N=Nc2cccnc2)s1	-0.2	-2.0	6.5	15.3	6.5	-1.3	0.6	0.6	-3.5	-4.0	6.8
Cc1ccc(NC(=O)Cc2cn(C)c3ccccc23)cc1F	-0.2	-0.2	13.5	-71.7	1.8	2.3	2.2	1.0	0.4	4.4	4.2
O=C(CNS(=O)(=O)c1ccc(Br)cc1)N1CCOCC1	0.7	-1.3	-8.7	0.6	-1.6	0.3	1.8	4.5	0.1	-0.9	-0.2
Cc1cccc(OCc2nnc(SCC(=O)Nc3ccc(C)c(C)c3)o2)c1	-0.3	-1.1	6.8	7.6	-0.9	-1.9	2.0	-5.5	1.2	-0.1	-1.8
COc1cccc(-c2csc(N3CCN(C(=S)NCC(C)C)CC3)n2)c1	0.6	-2.5	8.9	3.5	5.2	-2.3	-0.4	-5.1	-0.8	-0.1	3.9
